Compound activity as filed in PubChem BioAssay.
PTAP TSG101 blk: qHTS Assay for Iinhibitors of HIV-1 Budding by Blocking the Interaction of PTAP/TSG101; Tumor susceptibility gene 101 protein (Homo sapiens), Q99816; Fluorescence polarization, FITC-PTAP peptide / Tsg101 binding; Potency, µM (top dose mostly 115 µM), inactives show top-dose activity change, negative = inhibition, hits mostly inhibitors; 340,000 tested, under 10 active; AID 493005, 2010; active = well fitted inhibition curve with a large enough effect in the main read-out, with a control signal flat, not every such curve was filed as active; inconclusive = small, poorly fitted or top-dose-only effect, or effect the other way, or a change in a side signal; inactive = no such curve, though single readings can be large or run the other way; also: potency is read from the fitted curve at half-maximal effect; % of control where 0% means no effect
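Fluorescence polarization binding of Tsg101 binding domain (10 uM final) to FITC-labeled PTAP peptide (50 nM final) in HEPES pH 7.5 buffer with NaCl, Tween 20, EDTA, TCEP. Compounds added before peptide; binding 20 min at RT.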
Chronic BCR inh: qHTS Assay to Find Inhibitors of Chronic Active B-Cell Receptor Signaling; ABC-DLBCL IkBa-CBG/CBR reporter, luminescence ratio, 4 h; Potency, µM (highest dose often 46.1 µM), for inactives: at the highest dose ratio change, negative = lower green/red ratio, hits mostly inhibitors; 340,000 compounds, 0.05% hits; AID 493014, 2011; active = well fitted inhibition curve with a large enough effect in the signal ratio, with a control signal flat, not every such curve was filed as active; inconclusive = small, poorly fitted or top-dose-only effect, or effect the other way, or a change in a side signal; the % refers to the signal ratio;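 also: potency is read from the fitted curve at half-maximal effect; plate controls were basal doxycycline-induced cells for no effect and cells given 10 µM MG132 for full effect; MG132 reads +100%, hits lower the ratio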
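Compounds up to 46 uM were incubated four hours with TMD8 cells whose green CBG68 luciferase is fused to IkappaBalpha; red CBR luminescence normalised the signal, and concentration-effect curves were fitted to fusion, red and ratio data.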
Tb PFK block: qHTS Assay to Find Inhibitors of T. brucei phosphofructokinase | T. brucei PFK, ADP-Glo luminescence | Potency, µM (doses to about 57.5 µM), inactives show at the highest dose activity, negative = inhibition, actives largely listed as inhibitors | 330,000 compounds, 0.17% hits | AID 485367, 2010;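 also: potency is read from the fitted curve at half-maximal effect; 0% = uninhibited 1x PFK enzyme wells and -100% = no-enzyme wells; nearly all actives have a fitted effect of over 60% in size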
Target sequence (O15648 whole entry, looked up): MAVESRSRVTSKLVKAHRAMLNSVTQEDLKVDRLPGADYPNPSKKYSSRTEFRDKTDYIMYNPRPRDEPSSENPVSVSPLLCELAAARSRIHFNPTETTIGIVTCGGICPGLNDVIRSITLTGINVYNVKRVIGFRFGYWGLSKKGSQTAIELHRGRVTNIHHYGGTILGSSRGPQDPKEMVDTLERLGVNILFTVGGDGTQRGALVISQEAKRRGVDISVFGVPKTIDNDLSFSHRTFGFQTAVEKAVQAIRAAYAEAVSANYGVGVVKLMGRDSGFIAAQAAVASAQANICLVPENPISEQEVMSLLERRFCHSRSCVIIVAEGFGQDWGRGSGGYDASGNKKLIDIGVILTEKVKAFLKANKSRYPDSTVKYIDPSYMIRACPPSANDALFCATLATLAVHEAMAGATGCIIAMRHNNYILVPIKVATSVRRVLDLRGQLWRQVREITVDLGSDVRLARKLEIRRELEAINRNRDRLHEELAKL
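PFK 1.25 nM, F6P 0.5 mM, ATP 0.1 mM, 0.1 M TEA pH 8.0, 5 mM MgCl2, 0.01% Tween20, 0.1% BSA; 45 min RT. ADP-Glo readout. qHTS titration up to 57 uM; curves fitted, compounds curve-classed.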
USP2a block: qHTS Assay for Inhibitors of Ubiquitin-specific Protease USP2a Using CHOP2 as the Reporter | 330,000 compounds, 0.01% hits | Potency, µM (highest dose often 38.3 µM), for inactives: at the top dose activity change, negative = inhibition, actives largely listed as inhibitors | Ubiquitin carboxyl-terminal hydrolase 2 (Homo sapiens), O75604 | USP2 core, Ub-CHOP2 coupled fluorogenic reporter, 485/531;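 also: potency is read from the fitted curve at half-maximal effect; plate controls were DMSO wells for no effect and full inhibition by NEM control for full effect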
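Deubiquitinase activity read as fluorescence (485/531 nm) after Ub-CHOP2 cleavage activates the enterokinase reporter on its substrate; USP2 core 10nM, Ub-CHOP2 and substrate 25nM each, 30min compound preincubation then 60min RT; data normalized to NEM, curves fitted.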
Mito fusion act: qHTS Assay for Small Molecule Inhibitors of Mitochondrial Division or Activators of Mitochondrial Fusion. S. cerevisiae fusion-defective mutant growth rescue, CellTiterGlo 48 h. Potency, µM (top dose mostly 46.1 µM), for the others: top-dose growth rescue (activation), most hits filed as activators. 320,000 compounds, 0.23% hits;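 also: potency is read from the fitted curve at half-maximal effect; % of control where 0% means no effect; nearly all actives have a fitted effect of over 45% in size; temperature-sensitive fusion mutants such as fzo1-1 at 37 °C on non-fermentable ethanol glycerol medium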
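Read-out: ATP-based luminescence (CellTiterGlo, 10 min ambient) reporting growth of fusion-defective ts yeast after 48 hours at 37C on glycerol/ethanol YPEG medium in the presence of compound.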
TSHR antag: Antagonists of the Thyroid Stimulating Hormone Receptor: HTS campaign. AID 504810, 2011. TSHR-expressing cells, TSH-stimulated cAMP HTRF, 2 h; hits give low values. activity change, negative = inhibition, % at 11.5 µM. Thyrotropin receptor (Homo sapiens), P16473. 330,000 compounds, 0.2% hits;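 active = activity change below a set negative limit, meaning inhibition stronger than a set level, cut at about -70% in these data; inconclusive = activity change between two set negative limits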; also: % is scaled to controls: 0 for no effect and ±100 for the full control effect
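Freshly harvested TSHR cells receive pin-tooled compound, then EC80 TSH at 4nM final. After 2 hours at 37 deg C, antibody in lysis buffer and cAMP-d2 are added; 30 minutes at ambient temperature precede the HTRF read.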
ELG1 repair inh: qHTS screen for small molecules that inhibit ELG1-dependent DNA repair in human embryonic kidney (HEK293T) cells expressing luciferase-tagged ELG1; HEK293T ELG1-luciferase reporter, luminescence, 16 h; DNA damage induced by 5-fluorouridine; Potency, µM (titrated, usually from 46.1 µM), for the others: at the top dose activity change, negative = inhibition, usual class: inhibitors; 330,000 compounds, 2.3% hits; also: potency is read from the fitted curve at half-maximal effect; % is scaled to controls: 0 for no effect and ±100 for the full control effect; nearly all actives have a fitted effect of over 55% in size
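5-Fluorouridine DNA damage + compound/DMSO, 2,000 cells/well, 16 h, 37 °C/5% CO2. ONE-Glo, 30 min RT, luminescence. Readout = decrease in reporter signal.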
B2AR arrestin: qHTS assay of beta-arrestin-biased ligands of beta2-adrenergic receptor. Beta-2 adrenergic receptor (Homo sapiens), P07550. beta-arrestin recruitment to beta2AR, cell-based reporter. Potency, µM (doses to about 46.1 µM), without a hit: at the top dose activation, most hits filed as activators. 330,000 compounds, 0.02% hits;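 also: potency is read from the fitted curve at half-maximal effect; 0% = DMSO controls and full agonism = EC100 isoproterenol or metaproterenol; nearly all actives have a fitted effect of over 65% in size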
Target sequence (P07550 whole entry, looked up): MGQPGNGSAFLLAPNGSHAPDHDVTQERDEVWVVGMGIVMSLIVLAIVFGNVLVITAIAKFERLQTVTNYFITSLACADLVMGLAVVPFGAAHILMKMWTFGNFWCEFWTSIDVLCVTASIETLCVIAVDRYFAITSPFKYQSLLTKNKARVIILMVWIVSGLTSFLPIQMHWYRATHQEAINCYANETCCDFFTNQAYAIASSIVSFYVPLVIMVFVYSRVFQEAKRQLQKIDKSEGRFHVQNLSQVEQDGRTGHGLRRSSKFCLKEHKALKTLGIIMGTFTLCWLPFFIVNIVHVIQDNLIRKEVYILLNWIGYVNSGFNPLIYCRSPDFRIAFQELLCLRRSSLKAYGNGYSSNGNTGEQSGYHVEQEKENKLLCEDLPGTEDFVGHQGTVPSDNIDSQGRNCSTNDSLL
Eya2 inh: qHTS Assay for Inhibitors of the Phosphatase Activity of Eya2. Protein phosphatase EYA2 (Homo sapiens), O00167. recombinant Eya2, OMFP fluorescence dephosphorylation (OMFP is methylfluorescein phosphate). Potency, µM (highest dose often 76.9 µM), for inactives: top-dose activity, negative = inhibition, usual class: inhibitors. 330,000 compounds, 0.006% hits. AID 488837, 2010; also: potency is read from the fitted curve at half-maximal effect; % is scaled to controls: 0 for no effect and ±100 for the full control effect
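Eya2 protein (added as 0.2 uM solution) was preincubated with compound for 10 min at ambient temperature in 50 mM HEPES pH 7.5, 50 mM NaCl, 5 uM MgCl2, 0.05% BSA, 1 mM DTT. OMFP (added at 50 uM) then reacted 10 min; fluorescence read at 485/525 nm.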
uPA surface inh: qHTS for Inhibitors of Cell Surface uPA Generation; cell surface uPA generation assay, qHTS; Potency, µM (titrated, usually from 38.3 µM), inactives show top-dose activity change, negative = inhibition, actives largely listed as inhibitors; 330,000 compounds, 0.31% hits; active = well fitted inhibition curve with a large enough effect; inconclusive = small, poorly fitted or top-dose-only effect; inactive = no such curve, though single readings can be large or run the other way; tested in mouse RAW 264.7 cells; also: potency is read from the fitted curve at half-maximal effect; % is scaled to controls: 0 for no effect and ±100 for the full control effect; nearly all actives have a fitted effect of over 55% in size
TCR activator: Activators of T cell receptors: qHTS campaign; Potency, µM (top dose mostly 9.22 µM), inactives show at the highest dose activation of IL-2 secretion, usual class: activators; AID 504894, 2011; 330,000 tested, under 10 active; primary human leukocytes, anti-CD3, IL-2 HTRF, 48 h; also: % of control where 0% means no effect
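IL-2 produced over 48 hr by a-CD3 bead-stimulated primary human leukocytes exposed to compounds was detected with a homogeneous time-resolved FRET immunoassay, 665nm acceptor signal after 320nm excitation.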
Active calls of the source: *; u = inconclusive; x = not tested or not shown; [ ] = another dose, or the depositor's remark. Unless noted, calls follow the shape of the dose curve; as a rule, active = well fitted curve in the direction sought with a large enough effect; inconclusive = small, poorly fitted or top-dose-only effect, or another doubt; inactive = no such curve, though single readings can be large; an effect the other way counts as inactive or inconclusive. Not a hit list. Share with any hit: about 3%.

smiles	PTAP TSG101 blk	Chronic BCR inh	Tb PFK block	USP2a block	Mito fusion act	TSHR antag	ELG1 repair inh	B2AR arrestin	Eya2 inh	uPA surface inh	TCR activator
CC(C)n1nc(C(=O)Nc2cccc(S(=O)(=O)N3CCOCC3)c2)c2ccccc2c1=O	-7%	0%	0%	0%	5%	-11	u	0.0%	-6%	14%	1%
CC(NC(=O)c1ccccc1NS(C)(=O)=O)c1ccccc1 (stereo unspecified)	0%	-1%	-3%	0%	0%	7	8%	-0.2%	-14%	5%	0%
CN1CCN(C(=O)c2ccc3c(c2)NC(=O)C(N2CCOCC2)S3)CC1 (stereo unspecified)	-2%	1%	1%	2%	-3%	3	2%	0.3%	18%	0%	-6%
Cc1ccc(C(=O)C(C)OC(=O)Cn2cnc3c2c(=O)n(C)c(=O)n3C)cc1 (stereo unspecified)	-2%	-3%	-2%	2%	0%	-6	0%	0.2%	-23%	2%	x
Cc1ccccc1CC1(CO)CCCN(Cc2c(C)nn(C)c2Cl)C1 (stereo unspecified)	-7%	-17%	0%	-5%	0%	18	13%	0.1%	u	-4%	0%
COC(=O)Cc1cc(=O)n2[nH]c(C)nc2n1	0%	u	13%	5%	-2%	-4	-5%	-0.1%	-14%	3%	-3%
COc1ccc(N(C(=O)c2ccco2)S(=O)(=O)c2cccs2)cc1	-2%	0%	2%	2%	1%	2	-1%	-0.2%	10%	-7%	1%
COc1ccc(C(=O)NCc2cc(C)nc3ccccc23)cc1OC	-2%	u	2%	1%	-4%	12	u	0.1%	6%	-4%	-2%
CCOC(=O)C1CCN(S(=O)(=O)c2ccc3[nH]c4c(c3c2)CCCC4)CC1	-1%	-1%	-3%	2%	8%	6	-24%	0.0%	2%	-1%	0%
COC(=O)c1ccc(CSc2nc(C)nc3c2c(=O)n(C)c(=O)n3C)o1	-2%	4%	-7%	-1%	0%	-2	-14%	-0.2%	-14%	0%	-1%[46.1 µM]
COc1ccccc1NS(=O)(=O)c1ccc(C(=O)NCCCN2CCCC2=O)cc1	-2%	0%	6%	-1%	-2%	-6	2%	0.2%	-13%	13%	x
Cc1sc(NC(=O)CCC(=O)O)c(C(N)=O)c1-c1ccccc1	2%	0%	-14%	8%	1%	4	16%	0.2%	1%	-2%	-14%[46.1 µM]
Cc1ccc(S(=O)(=O)n2nc(C)cc2N)cc1	-1%	6%	0%	1%	8%	-7	11%	-0.6%	-2%	-2%	0%
COc1cccc(C(=O)COc2cccc(NC(=O)c3ccco3)c2)c1	-1%	u	0%	-1%	2%	-13	3%	0.2%	-8%	3%	x
C=CCNC(=O)c1onc(CSc2nc3ccccc3[nH]2)c1C(=O)NCC=C	0%	13%	-2%	1%	2%	0	4%	0.2%	-17%	14%	7%
CCOc1ccc(C(=O)COC(C)=O)cc1	1%	-10%	2%	2%	0%	-4	21%	0.3%	2%	3%	2%
O=C(Nc1ccccc1F)C1(c2ccccc2)CC1(Cl)Cl (stereo unspecified)	-2%	6%	-1%	0%	6%	0	-1%	-0.8%	-1%	-1%	2%[46.1 µM]
O=C(Nc1ccccc1N1CCOCC1)c1csc2c1CCCC2	-10%	0%	3%	1%	6%	-5	4%	-0.6%	16%	-12%	10%
CC(=O)c1ccc(OC(=O)CCNC(=O)c2ccccc2)cc1	-1%	2%	9%	-3%	x	-3	3%	0.3%	4%	1%	12%
C=CCNc1ccc(C(=O)O)cc1	-4%	3%	1%	1%	11%	9	18%	-0.3%	1%	-2%	4%[46.1 µM]
COC(=O)c1ccc(CN2CCCC(CCC(=O)NCc3ccc(C)o3)C2)cc1 (stereo unspecified)	-3%	3%	1%	1%	1%	-7	-13%	-0.1%	-21%	-3%	-2%
O=C(COc1ccc2c3c(c(=O)oc2c1)CCCC3)NCc1cccnc1	0%	0%	6%	0%	-2%	22	20%	-0.1%	-3%	4%	-9%
c1ccc(CNc2c3ccccc3nc3ccccc23)cc1	-4%	u	8%	1%	12%	-1	u	3.0%	-17%	u	4%
COc1ccc(S(=O)(=O)N2CCN(C(=O)c3ccccn3)CC2)cc1	-2%	u	-6%	-3%	5%	-6	11%	0.1%	-17%	-2%	-1%
O=C1CCCC2=C1C(c1ccc(O)c(Br)c1)C1=C(CCCC1=O)N2c1ccccc1	-3%	2%	-1%	5%	-28%	-7	-2%	0.2%	-1%	-6%	-6%
CC(=O)N1CCc2ccc(S(=O)(=O)Nc3ccccc3Cl)cc21	-4%	-5%	-1%	-2%	0%	6	-4%	-0.6%	-18%	-8%	-2%
O=C(c1cccc(N2CCNC2=O)c1)N1CCCC(Nc2cccc(F)c2)C1 (stereo unspecified)	-2%	-2%	5%	0%	0%	-3	8%	-0.5%	0%	-2%	-5%
CCOC(=O)c1ccc2c(c1)sc(=NC(=O)c1ccco1)n2CCOC	-5%	0%	0%	0%	-1%	-4	14%	0.1%	-3%	-1%	-5%[46.1 µM]
COc1cc(C(=O)NCC(=O)OCn2nnc3ccccc3c2=O)cc(OC)c1OC	-4%	-18%	0%	3%	5%	-8	-9%	-0.1%	8%	-6%	1%
Cc1cc(N)ccc1NC(=O)CN1CCCC1	1%	u	-7%	-1%	5%	1	12%	-0.1%	u	-1%	-2%
COC(=O)C1CCN(c2c([N+](=O)[O-])cc(C(F)(F)F)cc2[N+](=O)[O-])CC1	-5%	4%	-4%	4%	-4%	-7	2%	0.0%	-2%	5%	8%
CCOC(=O)C1(Cc2cccc(Cl)c2)CCCN(C(=O)c2ccoc2C)C1 (stereo unspecified)	-6%	0%	0%	-6%	5%	8	-21%	-0.1%	-13%	1%	3%
CN(C)c1ccc(/C=N\NC(=O)CC#N)cc1	-4%	u	-3%	0%	4%	-9	22%	-0.2%	6%	2%	-8%
CC(=O)Nc1c(-c2ccc(Cl)cc2)c(=O)c2ccccc2n1C	4%	-6%	2%	-9%	4%	-2	12%	0.3%	-5%	-3%	-3%
Cc1cc(C)nc(Nc2ccc(Cl)cc2C)n1	1%	5%	1%	-1%	-2%	-3	3%	0.1%	-9%	-10%	x
CCCc1ccc(-c2csc(NC(=O)C3=COCCO3)n2)cc1	-1%	u	-6%	0%	u	-14	u	0.1%	-4%	2%	-1%
CCC(N)C12CC3CC(CC(O)(C3)C1)C2 (stereo unspecified)	-1%	0%	5%	-1%	-2%	8	3%	0.0%	0%	1%	2%[46.1 µM]
CC(=O)c1c(C)oc2c1cc(O)c1ccccc12	-7%	-5%	1%	0%	u	2	15%	-0.5%	-10%	-1%	8%
CC(C)CNC(=O)COc1ccc2c3c(c(=O)oc2c1)CCC3	-6%	u	-1%	0%	0%	-6	17%	-0.3%	6%	-13%	-4%
CCn1c(CSc2nc3ccccc3[nH]2)n[nH]c1=S	-10%	u	7%	1%	-1%	-6	13%	-2.6%	-22%	x	1%
COc1cc(CN2CCC(C(=O)N3CCN(c4ccccc4F)CC3)CC2)ccc1O	-2%	4%	0%	3%	-6%	-14	-19%	-0.1%	-10%	-9%	6%
CCCn1nc(NC(=O)c2cccs2)c2cc3ccccc3nc21	-3%	u	5%	-2%	1%	-1	u	-0.4%	11%	-6%	5%
CCCc1cc2c(-c3ccccc3)cc(=O)oc2cc1OCc1ccc(C(=O)O)o1	6%	-2%	1%	8%	-2%	-21	2%	0.1%	1%	5%	3%
O=C(CCCN1C(=O)/C(=C/c2ccco2)SC1=S)Nc1ccccc1C(=O)O	-1%	u	17%	-1%	-1%	-16	3%	-0.9%	1%	0%	1%
